CFTR F508del cor: correctors of CFTR F508del function in bronchial epithelial cells; CFBE cells, YFP halide quenching; stimulated with forskolin plus potentiator P3; % fluorescence drop versus neutral controls; activity (quench increase), % at 7.58 µM; 350,000 compounds, 0.36% hits; AID 720511;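 active means mean added fluorescence quench of at least 8% versus neutral control, with both replicates also reaching 8%; inconclusive means only one of the mean or replicate conditions met; inactive means mean below 8% and not both replicates reaching 8%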;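 further: cells transiently co-express mutant CFTR-F508del with the halide-sensitive YFP; corrector assay measuring rescue of mutant channel to the surface after 24 h compound exposure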
FN deposit inh: fibronectin deposition inhibition. AH1F fibroblasts, Alexa488-fibronectin deposition fluorescence, overnight. 350,000 compounds, 0.086% hits. AID 743247. inhibition, % at 12.6 µM;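 active means mean inhibition across replicates of 30% or more, regardless of how many single replicates reach that level; inconclusive means mean under 30% yet at least half of replicates reach 30%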;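 further: positive control wells lacked labelled fibronectin entirely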
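Material: AH1F fibroblasts assembling fluorescent fibronectin matrix; amount: 10000 AH1F cells/well; medium: DMEM, 2% serum; reagent: Alexa488-fibronectin, 24 nM final in well; dosing: single compound dose, delivered by pin transfer; incubation: 1 h adhesion, overnight exposure; detection: fluorescence after three HBSS washes, excitation 485 nm, emission 525 nm; measure: fibronectin deposition inhibition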
PGC1a acetyl inh: PGC1a acetylation modulation, inhibitor mode. U2OS PGC1a acetylation, AlphaScreen anti-acetyl-lysine; with virally co-expressed GCN5 acetyltransferase. 350,000 compounds, 0.17% hits. AID 651687. inhibition, % at 15.6 µM;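 active means every replicate shows inhibition of at least 40%; inconclusive means mean inhibition at least 40% but some replicate below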;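 further: 0% = neutral control wells and 100% = positive control wells; some results beyond the cut were filed as inactive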
miR122 inh: miR-122 inhibition in Huh7 cells; activation (reporter increase), % at 12.5 µM; 340,000 compounds, 0.3% hits; Huh7 miR-122 Renilla luciferase sensor, 48 h; neutral wells = 0, positive control = 100;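 active means mean replicate activation score at least 90 and every replicate individually at or above 90; inconclusive means only one of the two criteria met; inactive means neither criterion met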;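 further: higher luciferase means less miR-122 activity so hits act as miR-122 inhibitors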
GSIS activator: GLuc luminescence reporter in INS-1E cells, primary screen for activators of glucose-dependent secretion of insulin; INS-1E GLuc reporter insulin secretion, 2-3 h; activation, % at 16.6 µM; 370,000 compounds, 0.61% hits; AID 743287;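 active means lowest replicate activation of at least 40%, so every replicate reaches that level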;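 further: 0% = median of neutral control wells and 100% = median of IBMX positive control wells; some compounds called inactive have numbers as strong as hits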
PglD inh: PglD (C. jejuni) enzyme inhibition; purified PglD enzyme, DTNB colorimetric CoA detection; 360,000 compounds, 0.098% hits; inhibition, % at 12.5 µM; in the data active means inhibition above about 16%, passing the limit was not always enough; inconclusive means no clear call, values can overlap the other calls; further: strong numbers were not always called active
Cneo AK release: causes C. neoformans cell lysis. lysis activity, % at 15 µM. 360,000 compounds, 0.2% hits. adenylate kinase release luminescence, 4 h; normalised: neutral wells 0, clomiphene wells 100;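 active means mean lysis activity across replicates of at least 80%, whatever share of replicates individually reach that level; inactive means mean lysis activity below 80%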
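Material: C. neoformans cells | Amount: Yeast cell density of 5 × 10^6 cells/mL | Medium: Fresh YPD growth medium | Dosing: Single dose | Times: Static 4 h at 37 °C with compound, 1 h detection | Detection: AK luminescence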
Statin myotox sup: suppressors of simvastatin-induced myotoxicity in C2C12 myotubes; ATP luminescence, 48 h; scaled: DMSO 0, geranylgeraniol control 100; rescue of ATP level, % at 7.49 µM; 330,000 compounds, 0.78% hits; AID 602340;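 active means mean ATP rescue above about 67%, or every replicate alone reaching that limit, limit read from the data, passing the limit was not always enough; inconclusive means no clear call, values can overlap the other calls; inactive means mean under the limit and some replicate under it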;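 further: myotubes were challenged with 10 µM simvastatin during compound exposure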
Starred values were filed as active, the others as inactive; ? = inconclusive; / = no result given; [ ] = dose if it differs, or a comment.

Sample of the layout, 2 compounds:
SMILES	CFTR F508del cor	FN deposit inh	PGC1a acetyl inh	miR122 inh	GSIS activator	PglD inh	Cneo AK release	Statin myotox sup
COC(=O)Cn1c(=O)c2c(nc3n2CC(C)CN3c2ccc(C)c(C)c2)n(C)c1=O (stereo not drawn)	-0.7	14	-11	0	5	-9	0	-5
O=C(CC[C@H]1O[C@@H](n2cnc3c(NC(=O)c4ccccc4)ncnc32)[C@H](O)[C@@H]1O)NCc1ccc2c(c1)OCO2	2.1	2	-2	1	-10	1	0	-6

The listing (from the top)
SMILES	CFTR F508del cor	FN deposit inh	PGC1a acetyl inh	miR122 inh	GSIS activator	PglD inh	Cneo AK release	Statin myotox sup
COC(=O)Cn1c(=O)c2c(nc3n2CC(C)CN3c2ccc(C)c(C)c2)n(C)c1=O (stereo not drawn)	-0.7	14	-11	0	5	-9	0	-5
O=C(CC[C@H]1O[C@@H](n2cnc3c(NC(=O)c4ccccc4)ncnc32)[C@H](O)[C@@H]1O)NCc1ccc2c(c1)OCO2	2.1	2	-2	1	-10	1	0	-6
CC1CCN(C2CC(=O)N(c3ccccc3)C2=O)CC1 (stereo not drawn)	-2.2	-18	8	-4	2	2	-2	1
CCOC(=O)CN1C(=O)N[C@@H](CCc2ccccc2)[C@H](C(C)=O)[C@H]1C	0.5	4	/	/	6	-1	-1	0
CCCC(=O)Nc1ccc2c(c1)OC[C@H](C)N(C(=O)c1ccccn1)C[C@@H](C)[C@H](OC)CN(C)C2=O	0.0	-18	-9	/	-2	2	-1	10
COC(=O)c1ccc(CN2CC(=O)N3[C@@H](CO)[C@@H](c4ccc(Br)cc4)[C@@H]3C2)cc1	4.6	-9	4	/	-20	/	/	/
CO[C@@H]1CN(C)C(=O)c2cc(NC(=O)C3CCCC3)ccc2OC[C@H](C)N(C)C[C@@H]1C	0.3	-1	/	-7[16.7 µM]	-9	-2	-1	-5
Cc1ccc(NC(=O)CN(C)S(=O)(=O)c2cnc[nH]2)c(C)c1	-1.3	-3	-11	0	-9	-5	2	5
OCC1(CCOc2ccccc2)CCN(CC2=Cc3cc(Cl)ccc3OC2)CC1	3.1	3	-1	/	-9	/	/	/
CO[C@H]1CN(C)C(=O)c2cc(NC(C)=O)ccc2OC[C@H](C)N(Cc2cccnc2)C[C@H]1C	2.2	-7	12	20[16.7 µM]	-5	4	0	8
CN(c1ccc(Cl)cc1)S(=O)(=O)c1nnc(NC(=O)C(C)(C)C)s1	0.2	/	-3	/	-12	-2	2	-2
CC(C)CCNC(=O)C1CCCN1C(=O)NC1CCCCC1 (stereo not drawn)	/	/	5	-4	23	-2	1	-1
O=c1cc(-c2ccccc2)nc(N2CCN(Cc3ccc4c(c3)OCO4)CC2)[nH]1	/	/	2	5	/	-13	2	8
O=C(COC(=O)CCc1ccccc1)NCc1ccc2c(c1)OCO2	-3.0	3	-1	-5	14	-16	-2	-3
C/C=C/c1ccccc1[C@@H]1[C@@H](C#N)N(C(=O)Cc2ccccn2)[C@H]1CO	-0.2	-2	0	/	-8	/	/	/
COCC(=O)Nc1ccc2c(c1)OC[C@H](C)N(C(=O)Cc1cccnc1)C[C@@H](C)[C@H](OC)CN(C)C2=O	-4.5	-8	2	/	9	/	/	/
O=C(C1CCN(c2nnc(-n3cccc3)s2)CC1)N1CCN(c2cccc(C(F)(F)F)c2)CC1	/	/	8	0	/	1	-2	32
CC1CCc2c(sc3nc(CN4CCOCC4)nc(Sc4ccccc4)c23)C1 (stereo not drawn)	/	-3	-1	-1	16	-1	-4	/
O=C(c1ccccn1)N1C[C@@H]2[C@H](c3ccccc31)[C@H](CO)N2C(=O)c1ccccn1	6.4	/	7	-20[16.7 µM]	15	-1	-7	29
Cn1ncc(Cl)c1C(=O)Nc1ccc2c(c1)CCC2	-3.8	-1	/	/	10	-1	-2	-6
COc1nc(-c2ccccc2)cc(C(F)(F)F)n1	-2.0	/	-10	-8	/	3	-1	-8
CCN(CC)C(=O)CSc1nnc(-c2cnccn2)n1-c1ccc(C)cc1	/	2	9	-1	/	0	-1	-1
COc1ccc(-c2cc(C)no2)cc1S(=O)(=O)N1CCN(c2ccc([N+](=O)[O-])cc2)CC1	1.5	-2	3	-2	-3	/	/	-1
Cn1cnc2c1c(=O)[nH]c(=O)n2Cc1ccccc1	-0.3	5	1	0	2	-3	-3	6
O=C(Nc1ccccc1)C1CC(=O)N(c2ccc3c4c(cccc24)CC3)C1 (stereo not drawn)	/	/	0	5	/	1	1	2
CC(C)NC(=O)N(C)C[C@@H]1Oc2c(NS(=O)(=O)c3ccc(F)cc3)cccc2C(=O)N([C@H](C)CO)C[C@H]1C	-0.7	2	-5	-1[16.7 µM]	3	-5	0	2
O=C(CCCCCN1C(=O)c2cccc3cccc(c23)C1=O)NCCO	2.2	/	/	-1	-3	/	/	-3
CCc1noc(C)c1C(=O)Nc1ccccc1C(C)(C)C	-0.5	-5	-15	-2	-2	1	-2	3
CO[C@H]1CN(C)C(=O)c2cc(NC(C)=O)ccc2OC[C@H](C)N(Cc2nccs2)C[C@H]1C	0.9	-4	-1	-6[16.7 µM]	9	-3	-3	3
Cc1ccc(S(=O)(=O)N/N=C(\c2ccccc2)c2cccnc2)cc1	1.9	0	7	-8	-8	0	0	11
CC(=O)c1ccc2c(c1)OCCOCCOCCOCCOCCO2	-0.3	-15	-12	-2	1	1	1	/
CC(=O)c1c(C)[nH]c(C(=O)OCc2ccc([N+](=O)[O-])cc2)c1C	2.1	0	2	-1	-8	-8	2	-1
CC(C)NC(=O)N(C)C[C@@H]1Oc2ncc(C#CC3(O)CCCC3)cc2C(=O)N([C@@H](C)CO)C[C@@H]1C	-0.6	-2	9	-2[16.7 µM]	12	4	54	7
O=C(NC[C@@H]1CC[C@@H](Cc2ccc(-c3ccccc3)cc2)O1)Nc1ccc(Br)cc1	1.8	/	-4	4	-12	-8	3	-12
CO[C@H]1CN(C)C(=O)c2cc(NC(=O)Nc3ccc4c(c3)OCO4)ccc2OC[C@H](C)NC[C@@H]1C	-2.5	-5	0	/	18	-3	-1	14
Cc1ccc(S(=O)(=O)N(C)C[C@H]2OCCCC[C@@H](C)Oc3ccc(NS(=O)(=O)c4cccs4)cc3C(=O)N([C@H](C)CO)C[C@@H]2C)cc1	-0.1	-9	8	-4[16.7 µM]	6	-6	-5	/
CO[C@@H]1CN(C)C(=O)c2ccc(NS(C)(=O)=O)cc2OC[C@@H](C)N(CCC(F)(F)F)C[C@@H]1C	-0.4	9	-6	/	4	1	3	2
Cc1cc(=O)oc2ccc(OCC(=O)O)cc12	/	4	/	-6	/	1	2	-1
CC(C)(C)n1nc(C2CC2)cc1NC(=O)Nc1ccc(Cl)cc1	-3.6	4	/	/	-11	/	0	6
COc1ccc(S(=O)(=O)Nc2ccc3c(c2)C(=O)N([C@H](C)CO)C[C@H](C)[C@H](CN(C)Cc2ccc4c(c2)OCO4)OCCCC[C@H](C)O3)cc1	-0.8	8	-16	-13[16.7 µM]	-20	0	4	-204
C=CCOC(=O)/C(=C/c1ccco1)NC(=O)/C=C/c1ccccc1	/	4	-8	5	/	-2	0	-12
O=C(Nc1ccc2c(c1)OCCO2)c1cccc(S(=O)(=O)N2CCCCC2)c1	/	-7	-8	0	/	/	/	-35
O=C(CN1CCOCC1)N1CCCCN2[C@@H](CO)[C@H](c3ccc(/C=C/c4ccccc4)cc3)[C@@H]2C1	-0.4	/	-9	6[16.7 µM]	8	7	-1	14
C[C@H]1CN([C@@H](C)CO)C(=O)c2cc(C#CC3CCCCC3)cnc2O[C@@H]1CN(C)S(C)(=O)=O	1.9	2	-6	-13[16.7 µM]	-11	2	-2	8
O=C(NN=C1CCCCCCC1)C(=O)NC1CCCCC1	/	3	-14	-2	/	-5	0	-18
Cc1cc(C(=O)Nc2cccc3c2O[C@H](CN(C)S(=O)(=O)c2ccc(Cl)cc2)[C@H](C)CN([C@@H](C)CO)C3=O)n(C)n1	0.8	/	0	-6[16.7 µM]	-8	3	3	14
Cc1cc(C(=O)N2CCCC(N3CCN(c4cccc(Cl)c4)CC3)C2)n(C)n1 (stereo not drawn)	-1.1	3	-4	-3	-6	4	-1	3
C=CCN1C(c2cccc(C(F)(F)F)c2)=CS/C1=C(\C#N)c1nnc(N2CCOCC2)n1-c1ccccc1	-3.0	-14	/	3	-24	3	-1	16
COc1ccc(OC)c(NC(=O)CSc2nc3ccccc3cc2Cc2ccccc2)c1	/	/	12	5	/	6	9	3
CCN(CC)S(=O)(=O)c1ccc(NS(=O)(=O)c2cccc(C)c2)cc1	/	-5	-26	52	/	25*	0	6
Other results follow:
SMILES	CFTR F508del cor	FN deposit inh	PGC1a acetyl inh	miR122 inh	GSIS activator	PglD inh	Cneo AK release	Statin myotox sup
COC(=O)[C@H](Cc1ccccc1)NC(=O)N1CCCCC1C (stereo partly drawn)	/	1	-3	-5	/	4	0	-10
CCc1ccccc1NC(=O)c1ccc(NS(C)(=O)=O)cc1	-1.8	3	-3	-4	-3	/	/	/
COc1ccc2[nH]cc(CCNC(=O)c3ccc([N+](=O)[O-])cc3)c2c1	0.3	3	-6	/	16	/	/	/
COc1ccc(NC(=O)N(C)C[C@@H]2OCCCC[C@H](C)Oc3ccc(NS(=O)(=O)c4ccc(C)cc4)cc3C(=O)N([C@H](C)CO)C[C@H]2C)cc1	-3.6	-1	-6	-12[16.7 µM]	-24	17*	45	/
CC(C)NC(=O)Cn1nnc(-c2ccccc2)c1COc1ccc2ccccc2c1	0.7	2	-6	-2	-42	-5	2	?
C[C@@H]1CN([C@H](C)CO)C(=O)c2cc(-c3cncnc3)cnc2O[C@@H]1CN(C)C(=O)c1cccc(F)c1	-1.1	/	1	-5[16.7 µM]	12	2	0	11
O=C(COc1cccnc1[N+](=O)[O-])NCCc1ccc(Cl)cc1Cl	2.9	4	/	-2	-26	4	-1	7
CC1(Oc2cnc(Cl)c3ccccc23)CCN(Cc2ccc(OC(F)(F)F)cc2)C1 (stereo not drawn)	1.5	-7	/	0	-21	2	-1	-2
CCCNC(=O)N[C@H]1CC[C@H](CCn2cc(C3CC3)nn2)O[C@H]1CO	1.7	2	13	/	8	1	0	2
Cn1c(=O)c2cc(NC(=O)CCc3ccccc3)ccc2n1Cc1cccc(C(F)(F)F)c1	-2.4	-6	-5	22	-20	-6	0	1
C[C@@H]1CN([C@H](C)CO)C(=O)c2cc(NS(=O)(=O)c3ccc(Cl)cc3)ccc2O[C@@H](C)CCCCO[C@H]1CN(C)C(=O)Nc1ccccc1	-0.6	-4	-21	-19[16.7 µM]	-13	5	-1	/
Cc1ccccc1C(=O)NC(=S)Nc1ccc(N2CCOCC2)cc1	4.1	/	5	-2	-6	-1	1	1
Cc1ccc(C(=O)OCC(=O)Nc2ccc(S(N)(=O)=O)cc2)c(O)c1	1.3	-13	5	2	9	-2	0	8
Cc1cccc(CN2CCN(c3ccccn3)CC2)c1	/	-3	/	-3	/	0	1	3
CCOC(=O)C1(Cc2ccccc2)CCCN(Cc2ccccn2)C1 (stereo not drawn)	2.3	31*	-2	-3	19	-3	0	21
CCOc1ccccc1Nc1ncccc1C(=O)N1CCCC1	/	/	-10	3	/	1	-3	-1

From PubChem
